From PubChem
FXIa inh – blocks human coagulation factor XIa protease activity; purified FXIa, Boc-Glu-Ala-Arg-AMC fluorogenic substrate; inhibition, % at 5 µM; hit rate 0.14% among 220,000;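 active = inhibition of at least 40%; inactive = inhibition below 40%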;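 also: fluorescence of freed AMC excited at 355 nm; 0% = enzyme without compound and 100% = no enzyme blank; many of its hits are not listed in these tables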
Target sequence (P03951 19-387 limits assumed): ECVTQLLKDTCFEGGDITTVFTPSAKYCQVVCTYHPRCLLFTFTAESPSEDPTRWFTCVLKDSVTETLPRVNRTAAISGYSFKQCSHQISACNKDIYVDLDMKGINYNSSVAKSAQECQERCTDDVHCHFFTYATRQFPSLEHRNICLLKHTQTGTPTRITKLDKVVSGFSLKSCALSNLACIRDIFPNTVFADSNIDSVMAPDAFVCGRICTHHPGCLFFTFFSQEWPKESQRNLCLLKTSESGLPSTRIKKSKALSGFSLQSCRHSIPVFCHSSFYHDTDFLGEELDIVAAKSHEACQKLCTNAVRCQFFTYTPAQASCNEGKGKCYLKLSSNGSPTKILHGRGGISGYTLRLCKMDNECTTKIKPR
Target sequence (P03951 388-625 limits assumed): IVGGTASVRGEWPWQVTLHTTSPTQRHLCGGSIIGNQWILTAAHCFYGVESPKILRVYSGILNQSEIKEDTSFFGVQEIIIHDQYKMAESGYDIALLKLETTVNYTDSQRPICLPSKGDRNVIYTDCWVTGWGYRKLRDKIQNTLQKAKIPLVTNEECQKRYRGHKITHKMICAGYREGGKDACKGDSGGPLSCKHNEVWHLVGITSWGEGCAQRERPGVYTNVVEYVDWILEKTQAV
Tb hexokinase – T. brucei hexokinase 1 inhibition. recombinant TbHK1, G6PDH-coupled NADH A340. inhibition, % at 10 µM. hit rate 0.11% among 220,000;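 active = inhibition of 50% or more in the single-dose primary screen; inactive = inhibition below 50%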
PGE2 EP2 inh – EP2 receptor (human) inhibition; inhibition, % at 25 µM; hit rate 0.52% among 260,000; C6 glioma cells expressing human EP2, cAMP TR-FRET; cells stimulated with saturating PGE2; AID 1422;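 active = percent inhibition above 40 after rounding to a whole number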;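 also: rat C6 glioma host cells with rolipram phosphodiesterase inhibitor present; the protocol text gives 20 µM as final concentration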
Target sequence (P43116 whole entry, looked up): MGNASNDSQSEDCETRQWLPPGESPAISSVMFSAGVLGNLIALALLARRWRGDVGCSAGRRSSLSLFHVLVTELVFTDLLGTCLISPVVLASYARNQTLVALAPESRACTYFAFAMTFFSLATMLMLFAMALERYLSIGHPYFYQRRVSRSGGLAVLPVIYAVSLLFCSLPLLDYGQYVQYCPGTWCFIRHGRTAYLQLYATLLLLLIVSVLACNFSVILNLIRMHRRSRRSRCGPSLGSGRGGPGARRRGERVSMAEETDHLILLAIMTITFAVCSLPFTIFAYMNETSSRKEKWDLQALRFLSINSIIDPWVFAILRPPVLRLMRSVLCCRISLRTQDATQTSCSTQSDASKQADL
TNF death inh – blocks TNF-alpha induced death of Jurkat FADD-/- cells. Jurkat FADD-/- TNF necroptosis rescue, ATP luminescence, 24 h; 0 = TNF only, 100 = no-TNF cells. activation (protection from cell death), % at 10 µM. hit rate 0.068% among 220,000. AID 463075;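 active = activation, meaning protection from cell death, of at least 50% relative to plate controls; inactive = activation below 50%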;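 also: necroptosis triggered by 40 ng/mL TNF-alpha added together with compound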
FXIIa inh – factor XIIa (human) inhibition. purified FXIIa, Boc-QGR-AMC fluorogenic substrate, 2 h. hit rate 0.3% among 220,000. P00748. AID 800. inhibition, % at 5 µM; in the data active = inhibition above about 40%;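 also: 0% = enzyme with no compound and 100% = blank without enzyme; many of its hits are not listed in these tables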
CHOP inhibitor – CHOP inhibition in unfolded protein response; inhibition, % at 10 µM; CHO-K1 CHOP-promoter luciferase, tunicamycin-induced, 15-18 h; hit rate 3.8% among 220,000;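 active = compounds that reduced the stress-induced luciferase reporter signal by more than about 70% of percent inhibition, limit read from the data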;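 also: 0% = tunicamycin plus vehicle and 100% = wells without tunicamycin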
Wee1 stabilizer – inhibitors of human Wee1 degradation; P30291; HeLa Luc-Wee1K328M stability, luciferase luminescence; 100% = proteasome inhibitor MG132 effect; reporter increase, % at 5 µM; hit rate 1.2% among 220,000;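 active = activation above the mean of all tested compounds plus 3 SD, set per screening run, cut at about 8.8% in these data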;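 also: cells exposed to compound for 20 h before luminescence read; 0% = DMSO alone and 100% = MG132 at 30 µM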
zVAD death inh – L929 zVAD cell death inhibition; L929 zVAD necroptosis rescue, ATP luminescence, 24 h; with zVAD 60 µM; hit rate 0.38% among 220,000; AID 1377; viability rescue, % at 10 µM;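 active = activation, scaled between plate controls, above about 75%, limit read from the data; inactive = activation under that limit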;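 also: 0% = zVAD with DMSO and 100% = DMSO alone without zVAD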
PPC-1+TRAIL kill – kills PPC-1 cancer cells in the presence of TRAIL. PPC-1 cells + TRAIL, ATPLite viability luminescence. cell killing (% activity), % at 4 µM. hit rate 0.41% among 220,000;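 active = cell killing above 50% in the first pass at 4 µM, then a duplicate retest at 5 µM averaging 50% or more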;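 also: plate controls were cells with TRAIL plus DMSO for no effect and medium-only wells lacking cells for full effect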
Starred values were filed as active, the others as inactive; / = not tested or not shown.

Letter code: A = FXIa inh; B = Tb hexokinase; C = PGE2 EP2 inh; D = TNF death inh; E = FXIIa inh; F = CHOP inhibitor; G = Wee1 stabilizer; H = zVAD death inh; I = PPC-1+TRAIL kill
> CCOC(=O)N1CCC(Nc2ccc3nnc(-c4ccccc4)n3n2)CC1
  A: 10.9; B: -12.3; C: 15.3; D: -1.6; E: 22.8; F: 16.4; G: -0.4; H: 1.1; I: 7.7

> CC(C)(C)c1ccc(SCCc2cccnc2)cc1
  A: 4.6; B: -2.7; C: 3.5; D: 0.6; E: 6.1; F: -33.5; G: -1.6; H: -0.5; I: 24.0

> COc1ccccc1C(c1c(N)n(C)c(=O)n(C)c1=O)C(C)[N+](=O)[O-] (stereo unspecified)
  A: 3.9; B: -1.7; C: 7.2; D: 5.4; E: 10.8; F: 8.0; G: -3.5; H: 0.3; I: -7.9

> COc1ccc(S(=O)(=O)N(CC(=O)Nc2ccc(S(=O)(=O)N3CCOCC3)cc2)Cc2ccc(F)cc2)cc1
  A: 18.6; B: 36.2; C: 2.6; D: 5.8; E: 16.7; F: 3.5; G: -1.6; H: 0.9; I: 26.6

> O=C1CCCC/C1=C/NCc1ccc(F)cc1
  A: -3.8; B: -17.4; C: 2.5; D: 6.8; E: 4.2; F: 5.8; G: -1.2; H: 1.6; I: 11.0

> FC(F)(F)c1ccc(CN2C[C@@H]3C(c4ccc(Cl)nc4)C4(c5cccnc5)CC3(C4)[C@H]2c2ccccc2)cc1 (stereo partly specified)
  A: 0.5; B: -8.2; C: 20.8; D: -0.1; E: 10.2; F: 25.5; G: /; H: -1.0; I: 19.3

> O=C(NC(=O)c1cnccc1C(F)(F)F)Nc1ccccc1
  A: 7.3; B: 2.2; C: 12.4; D: 0.4; E: 1.6; F: 5.2; G: 3.6; H: 0.4; I: -5.4

> CCOC(=O)c1ccc(-n2nc(C(F)(F)F)c3c(C)cc(=O)oc32)cc1
  A: /; B: -0.3; C: /; D: -4.0; E: /; F: /; G: -1.6; H: 0.4; I: /

> CCOC(=O)C1CCCN(C(=O)C(C)(C)Oc2ccc(Cl)cc2)C1 (stereo unspecified)
  A: -1.2; B: 1.6; C: 3.1; D: 3.7; E: 7.0; F: 26.8; G: -4.4; H: -0.3; I: 4.6

> O=C1C[C@@H](c2ccc(O[C@@H]3O[C@H](CO)[C@@H](O)[C@H](O)[C@H]3O)cc2)Oc2cc(O)ccc21
  A: 3.7; B: -53.3; C: 12.0; D: 0.5; E: 10.0; F: 9.6; G: 0.6; H: 0.1; I: 0.8

> COc1ccc(C(=O)C2CCN(C(=O)c3ccco3)CC2)cc1
  A: -10.4; B: -4.7; C: 8.3; D: -0.8; E: 13.8; F: 28.3; G: -2.1; H: -0.6; I: -1.4

> O=C(CSc1nnc(-c2cccnc2)n1CCN1CCCCC1)Nc1cccc(Cl)c1
  A: -2.8; B: -5.0; C: 13.3; D: 3.4; E: 3.3; F: -9.5; G: -2.2; H: -0.3; I: 7.1

> COc1cc(C(=O)N/N=C(\C)Cc2ccccc2)cc(OC)c1OC
  A: -4.8; B: 29.7; C: 4.1; D: 0.5; E: 5.2; F: 5.8; G: 3.1; H: 0.7; I: 12.9

> Nc1nc(SCC(=O)Nc2ccccc2-c2ccccc2)n[nH]1
  A: 7.7; B: -0.4; C: 4.5; D: -0.6; E: 2.8; F: 7.7; G: 6.6; H: -0.1; I: -13.2

> Cc1ccc(NC(=O)c2ccccc2NC(=O)Cc2ccccc2)cc1
  A: 29.4; B: 6.0; C: 15.4; D: 2.0; E: 11.6; F: 55.6; G: 0.4; H: 1.1; I: 35.6

> CCOc1ccc2[nH]c(=O)c(CN(Cc3ccc(C)cc3)C(=O)N3CCCC3)cc2c1
  A: -1.3; B: 3.0; C: 8.7; D: -1.4; E: 6.2; F: 27.2; G: 6.8; H: 0.7; I: -17.0

> COC(=O)c1ccc(Cl)c(NC(=O)CN2CCC(C)CC2)c1
  A: 4.2; B: -2.0; C: 8.2; D: -0.3; E: 7.9; F: 31.1; G: -0.2; H: 2.0; I: 9.0

> CCOCCCNC(=O)/C(C#N)=C/c1cc(C)c(O)c(C)c1
  A: 0.6; B: -7.3; C: 7.8; D: -1.2; E: 10.4; F: -17.0; G: 8.9*; H: 5.8; I: -1.3

> O=C(N/N=C1\CC(c2ccccc2)Oc2ccccc21)c1cccnc1 (stereo unspecified)
  A: -4.2; B: -10.7; C: 2.7; D: 0.2; E: 5.8; F: 19.9; G: 12.2*; H: 8.5; I: 23.1

> Cc1c(C(=O)OC(C)C)sc2nc[nH]c(=O)c12
  A: -5.6; B: 34.2; C: 36.4; D: -2.4; E: 3.8; F: 55.2; G: 2.0; H: 0.5; I: 11.3

> O=C1CCCc2[nH]nc(-c3cccnc3)c21
  A: -11.0; B: -0.5; C: 6.4; D: -0.8; E: 18.0; F: 43.7; G: -1.9; H: -0.2; I: 27.0

> C=C(C)Cn1c(SCCN2CCOCC2)nc2c1c(=O)[nH]c(=O)n2C
  A: 3.5; B: -5.1; C: 4.8; D: 0.1; E: 9.6; F: 12.8; G: 2.3; H: -0.4; I: 26.2

> O=C(Nc1nccs1)c1cccc(NC(=O)c2ccco2)c1
  A: -0.8; B: -1.7; C: 12.0; D: 12.6; E: 5.9; F: 15.0; G: -1.8; H: 0.9; I: 14.3

> NS(=O)(=O)c1cccc(NC(=O)CSc2ncc(C(F)(F)F)cc2Cl)c1
  A: -3.8; B: 23.6; C: 4.2; D: 1.6; E: 3.9; F: 18.2; G: 2.2; H: 0.5; I: 7.4

> COc1ccc(CN(CC2CCC(C(=O)O)CC2)C(=S)Nc2ccccc2C)cc1 (stereo unspecified)
  A: 2.3; B: -1.0; C: 2.5; D: -0.8; E: 8.0; F: 11.8; G: 3.9; H: 0.8; I: 3.4

> Cc1ccc(-n2nc(-c3ccco3)cc2C(=O)O)cc1
  A: 2.3; B: 3.1; C: 5.0; D: 1.1; E: 6.3; F: 3.4; G: 1.1; H: 0.1; I: 4.1

> O=C(COC(=O)Cc1ccc(Br)cc1)NCC1CCCCC1
  A: 2.5; B: 0.0; C: 1.7; D: -0.6; E: 12.5; F: 11.6; G: 0.0; H: -0.1; I: -10.4

> CCOC(=O)Cn1c(=NC(=O)c2nc3ccccc3s2)sc2cc(S(N)(=O)=O)ccc21
  A: 6.1; B: -26.4; C: 19.8; D: 0.0; E: 4.4; F: 103.2*; G: 1.0; H: 1.8; I: 24.7

> CC(C)(C)n1nc2c(c1NC(=O)COc1ccc(Cl)cc1)CSC2
  A: 1.9; B: 5.9; C: 9.2; D: -1.3; E: 10.9; F: 36.9; G: 5.0; H: -0.4; I: 20.1

> COC(=O)c1cc(NC(=O)CSC2=NCCS2)cc(C(=O)OC)c1
  A: -0.5; B: -0.7; C: 7.1; D: 2.4; E: /; F: 28.9; G: -0.2; H: 10.6; I: 8.6

As entered above.
PPC-1+TRAIL kill result of COC(=O)c1cc(NC(=O)CSC2=NCCS2)cc(C(=O)OC)c1 → 8.6
PPC-1+TRAIL kill result of C=C(C)Cn1c(SCCN2CCOCC2)nc2c1c(=O)[nH]c(=O)n2C → 26.2
FXIa inh result of O=C(COC(=O)Cc1ccc(Br)cc1)NCC1CCCCC1 → 2.5
FXIa inh result of CC(C)(C)n1nc2c(c1NC(=O)COc1ccc(Cl)cc1)CSC2 → 1.9

The main list resumes with the 2 entries that preceded the break.
Letter code: A = FXIa inh; B = Tb hexokinase; C = PGE2 EP2 inh; D = TNF death inh; E = FXIIa inh; F = CHOP inhibitor; G = Wee1 stabilizer; H = zVAD death inh; I = PPC-1+TRAIL kill
> CC(C)(C)n1nc2c(c1NC(=O)COc1ccc(Cl)cc1)CSC2
  A: 1.9; B: 5.9; C: 9.2; D: -1.3; E: 10.9; F: 36.9; G: 5.0; H: -0.4; I: 20.1

> COC(=O)c1cc(NC(=O)CSC2=NCCS2)cc(C(=O)OC)c1
  A: -0.5; B: -0.7; C: 7.1; D: 2.4; E: /; F: 28.9; G: -0.2; H: 10.6; I: 8.6

> Cc1csc(NC(=O)CSc2nc(C)cs2)n1
  A: 2.8; B: 3.6; C: 11.5; D: -0.2; E: -1.3; F: 21.5; G: -2.0; H: 1.4; I: 7.5

> CSc1nc2ccccc2n1CC(=O)Nc1c(C)cccc1C
  A: 19.5; B: 0.0; C: 6.8; D: -1.7; E: 28.1; F: 7.8; G: 1.4; H: /; I: 20.1

> CC(=O)N1CCCc2cc(S(=O)(=O)NCCC3=CCCCC3)ccc21
  A: 4.7; B: 3.3; C: 32.5; D: -2.9; E: 14.9; F: 13.6; G: -3.0; H: 1.2; I: 11.8

> c1ccn2c(Cc3nnc4ccccn34)nnc2c1
  A: 5.8; B: -2.1; C: 12.2; D: -1.3; E: 17.0; F: -11.3; G: 0.4; H: 0.0; I: 6.6

> COC(=O)NC(Nc1sc2c(c1C(N)=O)CCCC2)(C(=O)OC)C(F)(F)F (stereo unspecified)
  A: -15.2; B: -4.3; C: 1.2; D: -0.9; E: 4.1; F: 17.8; G: -2.4; H: 0.0; I: 8.6

> O=C(Nc1cccc(-c2nc3cc(Cl)ccc3o2)c1)C1CCCO1 (stereo unspecified)
  A: 0.4; B: -2.0; C: 10.7; D: -0.4; E: 5.8; F: 1.2; G: -0.8; H: 0.7; I: 18.7

> O=C(COC(=O)c1cc(-c2ccc(F)cc2)nc2ccccc12)NCC1CCCO1 (stereo unspecified)
  A: -0.4; B: -7.1; C: 5.8; D: 1.3; E: 7.8; F: 0.3; G: -0.9; H: 0.8; I: 17.1

> COc1cc(-n2nnnc2SC)c(OC)cc1Cl
  A: -1.9; B: -1.6; C: 2.7; D: -0.9; E: 0.4; F: -4.1; G: 1.4; H: -0.4; I: 11.2

> COc1ccc([N+](=O)[O-])cc1NC(=O)Cn1ccc(C(F)(F)F)n1
  A: -0.8; B: -19.8; C: 7.0; D: -1.0; E: 1.1; F: 0.6; G: -0.2; H: 1.7; I: 12.8

> Nc1ccc(Nc2nc(-c3ccncc3)cs2)cc1
  A: -10.2; B: -21.0; C: /; D: -13.0; E: 4.9; F: 30.5; G: 1.4; H: 1.4; I: 10.8

> Cc1c(C)c2cc3c4c(oc3c(C)c2oc1=O)CCCC4
  A: 1.0; B: -0.5; C: 2.3; D: -1.6; E: 5.2; F: 22.9; G: 1.5; H: 8.1; I: -14.6

> O=C(NCCc1ccccc1)C(=O)NCC(c1ccco1)N1CCOCC1 (stereo unspecified)
  A: -1.3; B: 7.8; C: 2.8; D: 0.8; E: 8.0; F: -0.8; G: 1.1; H: -0.5; I: 2.9

> CCOc1ccc(CC(=O)N2CCN=C2SC)cc1
  A: 1.7; B: -5.8; C: 10.0; D: 1.3; E: 4.3; F: 11.3; G: 0.3; H: 2.5; I: 14.0

> N#CC1=C(N)Oc2n[nH]c(-c3ccccn3)c2C1c1c(F)cccc1Cl (stereo unspecified)
  A: 7.9; B: -7.1; C: /; D: -2.2; E: 7.2; F: -21.8; G: -2.1; H: -0.6; I: 11.3

> Nc1[nH]nc2nc(N3CCCC3)nc(-c3ccccc3)c12
  A: 2.3; B: -5.4; C: 10.1; D: 2.4; E: 14.8; F: 22.6; G: -1.8; H: 16.1; I: 18.2

> CC1=C(C(=O)c2ccccc2)C(c2cn(-c3ccccc3)nc2-c2ccc(Cl)cc2)NC(=S)N1 (stereo unspecified)
  A: 0.9; B: -6.0; C: 5.1; D: -10.0; E: 13.6; F: 65.0; G: -1.6; H: 0.2; I: -5.2

> COC(=O)CSc1cc(C)nc(SC)n1
  A: 4.2; B: -2.9; C: 9.2; D: 0.0; E: -18.0; F: 36.4; G: -1.8; H: 0.6; I: -10.6

> Cc1cccc(N(Cc2cc3cc(C)ccc3[nH]c2=O)C(=O)c2cccs2)c1
  A: -1.0; B: -3.1; C: 3.4; D: -0.4; E: 3.0; F: 12.2; G: 0.2; H: 1.1; I: 1.7

Some of the compounds tested; the hit share may differ from the screen's.
